# TrxR1 inh – blocks rat thioredoxin reductase 1 | recombinant rTrxR1, NADPH fluorescence consumption, selenite substrate | Potency, µM (series often up to 114 µM), without a hit: at the highest dose activity change, negative = inhibition, actives largely listed as inhibitors | 1% of 390,000 active | AID 588453; note: potency is the fitted concentration of half-maximal effect; % is set by controls: 0 for no effect and ±100 for the full control effect; nearly all actives have a fitted effect of over 65% in size
# Target sequence (O89049 whole entry, looked up): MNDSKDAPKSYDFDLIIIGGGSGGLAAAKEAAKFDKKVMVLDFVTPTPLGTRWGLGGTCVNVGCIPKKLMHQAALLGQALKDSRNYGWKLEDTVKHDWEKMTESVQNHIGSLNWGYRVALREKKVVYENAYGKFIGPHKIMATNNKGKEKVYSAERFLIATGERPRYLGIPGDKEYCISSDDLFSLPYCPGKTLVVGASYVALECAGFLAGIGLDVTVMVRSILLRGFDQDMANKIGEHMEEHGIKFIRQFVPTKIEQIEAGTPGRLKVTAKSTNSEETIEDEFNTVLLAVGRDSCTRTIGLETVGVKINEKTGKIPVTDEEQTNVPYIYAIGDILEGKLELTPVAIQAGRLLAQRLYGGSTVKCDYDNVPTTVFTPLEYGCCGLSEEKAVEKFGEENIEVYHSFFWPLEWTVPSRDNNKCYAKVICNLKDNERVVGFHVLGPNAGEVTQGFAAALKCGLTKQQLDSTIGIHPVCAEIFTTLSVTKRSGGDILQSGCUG
#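 Rat TrxR1 (90 nM in the dispensed reagent) was pre-reduced with 400 uM NADPH for 5 min at room temperature, then incubated with compound for 15 min. After 400 uM selenite was added, NADPH fluorescence (Ex 340/Em 450 nm) was followed for 8 min.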
# Vif-A3F inh – blocks the Vif interaction with APOBEC3F | 0.2% of 390,000 active | HeLa A3F-eYFP + Vif (tagged APOBEC3F with the HIV-1 protein that degrades it), YFP fluorescence increase | Potency, µM (top dose mostly 46.1 µM), for inactives: at the top dose activity, negative = active; note: potency is the fitted concentration of half-maximal effect; % of control where 0% means no effect; nearly all actives have a fitted effect of over 65% in size
#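 Fluorescence increase (Ex 488/Em 500-530) after overnight compound treatment at 37 deg C flags inhibition of Vif-driven A3F-eYFP loss in stable HeLa A3F-eYFP/Vif cells seeded overnight beforehand.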
# Vif-APOBEC3G blk – blocks the Vif interaction with human APOBEC3G | Q9HC16 | HeLa A3G-eYFP + Vif (tagged APOBEC3G with the HIV-1 protein that degrades it), YFP fluorescence, overnight | Potency, µM (series often up to 46.1 µM), for inactives: at the top dose activity, negative = active, usual class: inhibitors | 0.076% of 410,000 active;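 note: potency is the fitted concentration of half-maximal effect; % is set by controls: 0 for no effect and ±100 for the full control effect; nearly all actives have a fitted effect of over 60% in size; hits raise eYFP signal because A3G escapes Vif-driven loss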
# Target sequence (Q9HC16 whole entry, looked up): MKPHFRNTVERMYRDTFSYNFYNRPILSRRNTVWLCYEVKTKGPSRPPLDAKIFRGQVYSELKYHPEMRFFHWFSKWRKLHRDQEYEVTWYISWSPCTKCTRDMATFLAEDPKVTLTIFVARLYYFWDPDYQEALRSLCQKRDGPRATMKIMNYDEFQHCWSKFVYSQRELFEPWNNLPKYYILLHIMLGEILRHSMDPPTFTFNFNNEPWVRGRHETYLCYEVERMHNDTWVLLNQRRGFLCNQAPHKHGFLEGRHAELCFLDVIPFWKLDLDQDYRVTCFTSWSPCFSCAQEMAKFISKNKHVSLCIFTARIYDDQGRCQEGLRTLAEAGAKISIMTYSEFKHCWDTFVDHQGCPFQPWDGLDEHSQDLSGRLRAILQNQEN
#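 HeLa cells stably expressing Vif and C-terminally eYFP-tagged A3G, seeded overnight at 37 deg C, then exposed to compound by pintool overnight at 37 deg C. Rise in yellow fluorescence (Ex 488/Em 500-530, Acumen) marks blocked Vif-driven A3G degradation.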
# USP1-UAF1 inh – USP1/UAF1 (human) deubiquitinase inhibition. O94782. recombinant USP1/UAF1, Ub-Rhodamine cleavage fluorescence. Potency, µM (top dose mostly 57.1 µM), inactives show top-dose activity change, negative = inhibition, usual class: inhibitors. 0.23% of 390,000 active; note: potency is the fitted concentration of half-maximal effect; % is set by controls: 0 for no effect and ±100 for the full control effect; nearly all actives have a fitted effect of over 60% in size; inactives centre near -12
#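 High-throughput fluorogenic screen: 1nM USP1/UAF1 complex, Ub-Rho substrate 150nM final, 50mM HEPES pH 7.8 with 0.5mM EDTA, 0.1 mg/ml BSA, 1mM TCEP and 0.01% Tween-20.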
# IDH1 R132H inh – inhibitors of human mutant IDH1 R132H | O75874 | IDH1-R132H enzyme, NADPH consumption, diaphorase/resazurin fluorescence | Potency, µM (series often up to 76.6 µM), for the others: top-dose activity change, negative = inhibition, actives largely listed as inhibitors | 0.093% of 390,000 active; note: potency is the fitted concentration of half-maximal effect; % is set by controls: 0 for no effect and ±100 for the full control effect; nearly all actives have a fitted effect of over 65% in size
#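 IDH1-R132H (0.5 ug/mL) preincubated 30 min with compound, then NADPH (0.016 mM) and alpha-KG (2 mM) added; 80 min at RT, pH 7.5. Remaining NADPH coupled via diaphorase/resazurin to fluorescence (540/590 nm); concentration-response curves normalized to no-enzyme control.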
# RGS4 inh – inhibitors of human regulator of G protein signaling 4. AID 504845. P49798. Potency, µM (doses to about 114 µM), without a hit: at the top dose activity change, negative = inhibition, hits mostly inhibitors. 0.039% of 390,000 active. Transcreener GDP fluorescence polarization, RGS4-accelerated GTP hydrolysis; note: potency is the fitted concentration of half-maximal effect; % is set by controls: 0 for no effect and ±100 for the full control effect; nearly all actives have a fitted effect of over 75% in size; some results filed as inactive show a strong effect at the top dose
# Target sequence (P49798 whole entry, looked up): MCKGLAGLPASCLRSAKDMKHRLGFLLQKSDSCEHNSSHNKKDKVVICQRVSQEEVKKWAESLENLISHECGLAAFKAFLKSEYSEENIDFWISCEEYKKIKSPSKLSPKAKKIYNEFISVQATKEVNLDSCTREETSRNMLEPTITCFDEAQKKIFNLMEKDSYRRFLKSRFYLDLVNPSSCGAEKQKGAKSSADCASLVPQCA
#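 MLSMR compounds (23 nl, pin-transferred) preincubated 10 min at room temperature with a 500nM (2x) first reagent, then RGS4 at 900nM (2x) plus Transcreener GDP mix added; fluorescence polarization (620/688 nm) read before and after 90 min at 30 °C.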
# Glioma ERSR ind – ER stress response induction in glioma; U87-MG GRP78 promoter luciferase reporter, 16 h; Potency, µM, without a hit: at the highest dose activation, hits mostly activators; 0.02% of 420,000 active; AID 602332; note: potency is the fitted concentration of half-maximal effect; series mostly up to about 76 µM; % of control where 0% means no effect; nearly all actives have a fitted effect of over 35% in size
#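 Stably transfected U87-MG glioma cells carrying a GRP78-based luciferase sensor; 16 h compound incubation. Luminescence end-point read 10 min after Bright-Glo addition at room temperature.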
# LDHA inh – blocks human lactate dehydrogenase A | purified LDHA, NADH/diaphorase-resazurin fluorescence; hits give low values | activity change, % (values are at about 110 or 230 µM) | 0.15% of 480,000 active; in the data active = activity change below about -30%; inconclusive = mostly about -25% to -30%;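 note: plate controls were DMSO wells for no effect and wells without enzyme for full effect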
#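 Human LDH5 at 2 nM final in Tris HCl pH 7.4 with 0.06 mM NADH and 0.2 mM pyruvate, reacted 5 minutes at room temperature. Remaining NADH coupled via diaphorase/resazurin; resorufin fluorescence read at 0 and 20 minutes, normalized to enzyme-free and DMSO wells.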
# TrxR1 substrate – is turned over as a substrate by rat TrxR1; Potency, µM (titrated, usually from 114 µM), for inactives: top-dose activity change, negative = substrate turnover; 0.01% of 390,000 active; purified TrxR1 substrate turnover, NADPH consumption readout; note: potency is the fitted concentration of half-maximal effect; % is set by controls: 0 for no effect and ±100 for the full control effect; nearly all actives have a fitted effect of over 50% in size
#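 Rat TrxR1, dispensed at 90 nM, was prereduced with 400 uM NADPH (final) for 5 min at ~22 deg C, then incubated with compound 15 min before 400 uM selenite. A first-read NADPH fluorescence drop versus no-compound background flagged substrates.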
# An asterisk follows results filed as active; ? = inconclusive; nt = no result given; & = joins results of further samples; [ ] = dose if it differs, or a comment. Unless noted, calls come from the whole dose curve; as a rule, active = well fitted curve in the direction sought with a large enough effect; inconclusive = small, poorly fitted or top-dose-only effect, or another doubt; inactive = no such curve, though single readings can be large; an effect the other way counts as inactive or inconclusive. This is a subset; the hit share may differ from the screen's.
SMILES,TrxR1 inh,Vif-A3F inh,Vif-APOBEC3G blk,USP1-UAF1 inh,IDH1 R132H inh,RGS4 inh,Glioma ERSR ind,LDHA inh,TrxR1 substrate
O=C(N1CCCCC1)N1CCN(C(=O)N(c2ccccc2)c2ccccc2)CC1,17%,-5%,0%,-5%,-7%,7%,0%,-2,3%
CCOC(=O)CSc1nnc(CCc2nc3ccccc3[nH]2)n1C,-4%,nt,1%,-12%,1%,0%,-3%,-6,-3%
COc1cccc(NC(=O)CCc2nnc3n(CC(C)C)c(=O)c4ccccc4n23)c1,8%,-1%,3%,-23%,4%,12%,-3%,-21,-1%
Cc1ccc(NC2(C(N)=O)CCCC2)cc1,-3%,0%,2%,-6%,2%,0%,-4%,-9,-6%
CC(NC(=O)CCC(=O)N1CCN(S(=O)(=O)c2ccc(Cl)cc2)CC1)c1ccccc1 (stereo not given),18%,5%,-4%,-3%,2%,-47%,0%,-7,7%
CCCc1cc(=O)oc2cc(C)cc(OCC(=O)Nc3ccc(CN4CCOCC4)cc3)c12,-2%,-5%,3%,-23%,2%,-6%,-2%,0,47%[activator]
CN(C)CCCSc1nc2ccccc2s1,52%[activator],-2%,3%,-6%,6%,-19%,3%,-7,5%
CC1=C(/C=N/Nc2ccc([N+](=O)[O-])cc2[N+](=O)[O-])C(C)(C)CCC1,-23%,2%,0%,-4%,-2%,20%,-3%,-9,-7%
Cc1cc(NC(=S)NC(=O)c2ccccc2)ccc1-c1cc2ccccc2oc1=O,3%,1%,-21%,-24%,4%,-5%,-1%,-4,-1%
Cc1ccc(Cl)cc1NC(=S)NCCCSC1CCCCC1,4%[57.1 µM],1%,-6%,-7%,4%,5%,-3%,-1,-4%[57.1 µM]
O=C(Nn1cnc2ccccc2c1=O)c1ccccc1,15%[57.1 µM],2%,4%,-1%,2%,-19%,6%,-2,-21%[57.1 µM]
COc1cccc(-c2ccc3c(N)c(C(=O)Nc4ccc(Cl)cc4F)sc3n2)c1,25%,?,-4%,-8%,-11%,12%,11%,-10,9%
COC(=O)c1cc(Br)c(N)cc1OC,12%,-1%,1%,3%,7%,15%,-1%,-7,-2%
O=Cc1cccn1-c1ccccc1,15%[57.1 µM],0%,0%,?,-6%,13%,-2%,-1,6%[57.1 µM]
Cc1ccc(C(C(=O)NCc2ccco2)N(C(=O)CNC(=O)c2cccs2)c2c(C)cc(C)cc2C)cc1 (stereo not given),12%,-6%,-1%,-3%,1%,-12%,-4%,-5,11%
COc1ccc(/C=N/NC(=O)c2cccnc2)c(C(=O)O)c1OC,-2%,14%,0%,-23%,0%,12%,0%,-7,-10%
CCCCCCn1c(-c2cccs2)n[nH]c1=S,-6%,?,2%,-28%,-2%,-53%,-2%,0,19%
CCCSC1C(C)=C(C)C(=O)N1Cc1ccccc1 (stereo not given),29%,-25%,3%,-21%,3%,-18%,-3%,-1,8%
CCCOc1ccc(/C=N/NC(=O)C(=O)Nc2ccccn2)cc1,-15%,2%,3%,3%,1%,4%,-1%,-4,-5%
Cc1ccccc1-c1nc(CS(=O)CC(=O)NCCN2CCN(Cc3ccccc3)CC2)c(C)o1 (stereo not given),-24%,-13%,-2%,-5%,0%,-18%,-2%,0&5,3%
Cc1cccn2cc(-c3ccc(NC(=O)Cc4ccccc4)cc3)nc12,2%[57.1 µM],?,-9%,-29%,18%,18%,-6%,2,11%[57.1 µM]
C[C@@H]1CN([C@@H](C)CO)C(=O)c2cc(NC(=O)Nc3ccccc3)ccc2O[C@H]1CN(C)C(=O)Nc1cccc2ccccc12,16%[57.1 µM],0%,-13%,-31%,-15%,-27%,-4%,6,6%[57.1 µM]
COc1ccc(Cn2nnnc2C(c2cc3ccc(OC)cc3[nH]c2=O)N2CCCCCC2)cc1 (stereo not given),?,-29%,0%,-23%,2%,?,-5%,-1,11%
COc1cccc(-c2cn3ncsc3n2)c1,27%,-4%,5%,-24%,-17%,-2%,-1%,0,6%
O=C1Cc2cc(S(=O)(=O)Nc3cccc(C(F)(F)F)c3)cc3c2N1CCC3,5%[57.1 µM],0%,2%,-25%,-15%,-16%,-2%,-3,-6%[57.1 µM]

# Next compounds:
SMILES,TrxR1 inh,Vif-A3F inh,Vif-APOBEC3G blk,USP1-UAF1 inh,IDH1 R132H inh,RGS4 inh,Glioma ERSR ind,LDHA inh,TrxR1 substrate
Cc1ccc(NC(=O)Cn2nc(-c3ccc(Cl)cc3)c3ccccc3c2=O)cc1,8%,nt,nt,-14%,nt,10%,nt,-7,0%
NC(=O)CN(N=Nc1cccc([N+](=O)[O-])c1)c1cccc([N+](=O)[O-])c1,-5%,-13%,-3%,-2%,-1%,18%,-3%,-13,-7%
COc1ccc(S(=O)(=O)N2CCN(CC(=O)N3CCNC3=O)CC2)cc1OC,nt,-5%,1%,-4%,-3%,nt,-1%,2,nt
COc1ccc(Cc2nc3ccc(C(=O)N4CCC[C@H]4CO)cc3o2)cc1,-13%,-3%,0%,-2%,1%,12%,-2%,-6,-7%
Cc1ccc(N2CCN(/N=C/c3c(C)nn(-c4ccccc4)c3Cl)CC2)cc1,19%,2%,1%,-16%,6%,-10%,-2%,-4,5%
CNc1cnn(-c2ccccc2)c(=O)c1Cl,11%,-3%,-2%,0%,0%,-25%[11.4 µM],-1%,-1,-4%[57.1 µM]
O=C(O)C[C@H]1c2ccccc2S(=O)(=O)N1C1CCCC1,1%&2%,3%,-2%&0%,-29%,-2%,-6%,-3%&-4%,-2,6%&-4%
FC(F)(F)c1cccc(N/N=C/c2ccccc2)c1,-7%,-11%,-7%,-12%,0%,-9%,7%,0,-15%
CCc1ccc(OCC(=O)NCC(c2ccc(OC)cc2)N2CCOCC2)cc1 (stereo not given),5%,-2%,-2%,-16%,37%[activator],5%,-1%,-2,0%
COc1ccc(N2CCN(CC(O)COc3ccccc3C(C)(C)C)CC2)cc1 (stereo not given),5%,?,-2%,?,-11%,-22%,-1%,-5,-7%
CC(O)CCc1ccc(O)cc1 (stereo not given),11%,3%,1%,-1%,-3%,7%,-4%,-10,1%
CC[C@]12c3[nH]c4ccc(Cl)cc4c3CCN1C(=O)[C@@H](CC(=O)NCc1cccc(C(F)(F)F)c1)C[C@@H]2C(=O)N1CCN(C(=O)c2ccco2)CC1,6%,-10%,-5%,-19%,-16%,-23%,-3%,1,0%
C=CCN(C(=O)c1csnn1)C(C(=O)NC1CCCC1)c1ccc(Cl)cc1 (stereo not given),17%[57.1 µM],-6%,-3%,-18%,2%,-15%,1%,-2,6%
O=C(NCCCN1CCOCC1)c1ccc(CS(=O)(=O)Cc2ccccc2Cl)o1,16%[11.4 µM],-6%,4%,-21%,1%,-11%,-2%,-2,-8%[11.4 µM]
CCCCCC(=O)N1C[C@@H](O)[C@H](n2cc(C3CC3)nn2)C[C@@H]1c1ccc(C)cc1,nt,1%,1%,-20%,10%,nt,-6%,-1,nt
O=C(SCC(O)C(O)CS)c1cccs1 (stereo not given),16%,-1%,0%,-22%,4%,-34%,0%,1,-16%
CCN(CC)C(=O)CSc1nnc(CNc2ccc(F)cc2)o1,25%,1%,1%,-26%,5%,0%,-2%,0,11%
CCc1cccc(CC)c1N1C(=O)C2=C(SCCCS2)C1=O,nt,?,-7%,?,3%,nt,-3%,-4,nt
Cn1c(C2=C(O)CN(c3ccccc3)C2=N)nc2ccccc21,16%[57.1 µM],-4%,-2%,-11%,7%,-1%,-5%,-10,-5%
O=C(Nc1ccccc1F)c1ccc(Cn2cc(Cl)cn2)cc1,23%,14%,-2%,-15%,7%,-15%,7%,3,-3%
Cc1sc2ncnc(SCC(=O)N3c4ccccc4Sc4ccc(Cl)cc43)c2c1C,12%,5%,0%,-19%,-4%,3%,-2%,-10,10%
CCC(=O)n1nc(-c2ccco2)nc1SCc1ccccc1,?,-6%,-2%,-17%,4%,-49%,4%,-3,4%
COc1ccc(Cl)cc1NS(=O)(=O)c1cccc(C(=O)NC2CC2)c1,-14%,?,0%,-3%,5%,6%,-6%,2,-12%
COc1cc(NC(=O)C2CCCN(S(=O)(=O)c3cccc4nsnc34)C2)cc(OC)c1 (stereo not given),15%,nt,-5%,-19%,2%,-33%,-3%,4,3%
Cc1cc2nc(N3C(=O)CNC3=S)sc2cc1C,3%,-18%,-7%,-15%,11%,13%,-6%,-4,4%
CCCN(CC(=O)Nc1ccccc1C)C(=O)C1CCN(C(=O)Nc2ccccc2)CC1,6%,5%,-1%,-4%,6%,14%,-3%,2,-2%
Cc1nn(S(=O)(=O)c2ccc(C(C)C)cc2)c(C)c1S(=O)(=O)N1CCCCCC1,15%[57.1 µM],1%,-1%,-29%,-3%,-21%,-2%,0,2%[57.1 µM]
CCOC(=O)c1c(NC(=O)C2CCCCC2)sc2c1CCN(C(C)C)C2,8%[57.1 µM],-23%,3%,-17%,-4%,17%,-2%,-2,7%[57.1 µM]
Cc1noc(C)c1S(=O)(=O)Nc1ccc(C(=O)Nc2ccc(Br)cc2)cc1,3%,-9%,-11%,-26%,-8%,6%,-2%,2,-6%

# Compound activity (PubChem)
